Screening data as filed in PubChem BioAssay.
APJ ag = agonists of human apelin receptor APJ, primary screen, CHO-K1 cells, PathHunter beta-arrestin, luminescence; P35414; 0% DMSO wells, 100% apelin; activation, % at 20 µM; 330,000 tested, 0.11% active;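 active = activation more than six SD over the plate average, tested at 20 µM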;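 note: 0% = DMSO alone and 100% = apelin-13 at 10 nM; some results filed as inactive read as strong as hits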
Target sequence (P35414 whole entry, looked up): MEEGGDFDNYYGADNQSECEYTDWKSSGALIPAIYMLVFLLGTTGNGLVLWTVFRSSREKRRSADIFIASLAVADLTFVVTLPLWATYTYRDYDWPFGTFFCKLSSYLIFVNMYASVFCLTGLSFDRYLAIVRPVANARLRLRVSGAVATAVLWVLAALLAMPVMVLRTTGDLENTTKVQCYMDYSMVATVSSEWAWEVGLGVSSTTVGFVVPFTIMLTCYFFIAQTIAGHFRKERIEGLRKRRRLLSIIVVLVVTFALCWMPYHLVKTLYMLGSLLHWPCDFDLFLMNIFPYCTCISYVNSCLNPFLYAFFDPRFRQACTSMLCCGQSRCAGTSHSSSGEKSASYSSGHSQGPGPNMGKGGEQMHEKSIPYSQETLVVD
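Assay system: engineered CHO-K1 APJ arrestin reporter cells; Amount: 1000 CHO-K1 reporter cells seeded per well; Dosing: one dose, 20 µM compound, 1% DMSO; Times: compound stimulation 90 min at 25 °C, detection 60 min; Measured by: luminescent beta-gal fragment complementation, chemiluminescent substrate; Read-out: APJ–arrestin association signal; Controls: DMSO vs Apelin-13 10 nM.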
NALP3 yeast inh = NALP3 inflammasome inhibitors in reconstituted yeast, primary screen, luminescence, uHTS. AID 2825, 2010. Yeast reconstituted NLRP3/ASC/caspase-1, beta-gal luminescence, 24 h. inhibition, % at 10 µM. 330,000 tested, 0.39% active;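 active = inhibition of 50% or more; inactive = inhibition below 50%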;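 note: plate controls were induced DMSO wells for no effect and uninduced yeast grown without galactose for full effect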
MIN6 prolif = inducers of MIN6 beta-cell proliferation, primary screen, ATP luminescence, uHTS; 330,000 tested, 0.29% active; MIN6 cells proliferation, ATPlite luminescence, 48 h; cells starved in 0.2% serum; 100% = growth in 10% serum; proliferation, % at 10 µM; AID 2380, 2010;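 active = compounds whose signal lies at least 3.5 SD above the mean of all wells on their plate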;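 note: 0% = DMSO-treated cells in low-serum medium and 100% = 10% serum control; some compounds called inactive have numbers as strong as hits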
GRIN3A LBD mod = binders of NR3A ligand-binding domain, primary screen, biophysical, differential scanning fluorimetry, uHTS; Glutamate receptor ionotropic, NMDA 3A (GRIN3A) ligand-binding domain; NR3A LBD differential scanning fluorimetry, Tm shift; 0% = protein alone, 100% = glycine-bound protein; Tm shift relative to glycine control, % at 25 µM; 340,000 tested, 2.5% active;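 active = melting temperature shift of at least 10% of the positive control shift, at one fixed dose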
tim10-1 inh = growth inhibitors of tim10-1 mutant yeast, primary screen, luminescence, uHTS; S. cerevisiae tim10-1 ts strain growth, BacTiter-Glo, 24 h; inhibition, % at 20 µM; 330,000 tested, 2.2% active;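 active = inhibition of at least 40%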;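 note: mutant grown at 25 °C; 0% = DMSO wells with yeast and 100% = wells holding no yeast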
tim23-1 inh = growth inhibitors of tim23-1 mutant yeast, primary screen, luminescence, uHTS; S. cerevisiae tim23-1 growth, BacTiter-Glo luminescence, 24 h; 330,000 tested, 1.3% active; inhibition, % at 20 µM;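 active = growth inhibition of the mutant yeast at or above 50%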;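 note: temperature-sensitive mutant grown at 25 °C; plate controls were DMSO-treated mutant yeast for no effect and medium wells lacking yeast for full effect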
APJ antag = antagonists of human apelin receptor APJ, primary screen, CHO-K1 cells, beta-arrestin complementation, luminescence; AID 2521, 2010; P35414; inhibition, % at 20 µM; 330,000 tested, 0.32% active;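 active = inhibition above about 40% at 20 µM, limit read from the data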;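 note: cells challenged with 10 nM apelin-13 agonist together with compound; plate controls were apelin-13 plus DMSO wells for no effect and DMSO wells lacking apelin-13 for full effect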
MPTP block = mitochondrial permeability transition pore inhibitors, primary screen, biochemical, isolated mouse mitochondria, absorbance; Ca2+ swelling absorbance, 30 min; inhibition, % at 10 µM; 360,000 tested, 1.4% active; AID 602449, 2012;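 active = inhibition of 50% or more, scaled per plate between neutral and stimulator controls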;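 note: 0% = DMSO wells given calcium and 100% = 1 mM EGTA wells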
TIM10 inh = growth inhibitors of isogenic TIM10 control yeast, primary screen, counter-screen for tim10-1 yeast inhibitor project, luminescence, uHTS. S. cerevisiae TIM10 strain growth, BacTiter-Glo luminescence, 24 h. inhibition, % at 10 µM. 330,000 tested, 1.4% active. AID 463195, 2010;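 active = inhibition of 40% or more at the single tested concentration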;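 note: wild-type TIM10 isogenic control strain grown at permissive 25 °C; 0% = DMSO yeast wells and 100% = minimal medium wells without yeast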
* hit, by the source's call; . = no result given.

SMILES	APJ ag	NALP3 yeast inh	MIN6 prolif	GRIN3A LBD mod	tim10-1 inh	tim23-1 inh	APJ antag	MPTP block	TIM10 inh
COc1cc(CN2CCCC(C(=O)c3ccccc3SC)C2)cc(OC)c1 (stereo not given)	-2	16	-5	-2	23	13	0	0.3	12
Cc1ccc(/C=N/NC(=O)Cn2nc(C)c([N+](=O)[O-])c2C)o1	2	14	-3	-5	-16	-10	-8	3.5	-4
CCc1nnc(NC(=O)CSc2nc(C)cc(C)c2C#N)s1	5	1	-5	-3	4	4	-1	-1.8	-14
Cc1c(N2C(=O)/C(=C3/C(=O)N(C)c4ccccc43)SC2=S)c(=O)n(-c2ccccc2)n1C	-1	24	0	-3	1	5	-10	1.9	0
COc1ccc(C(=O)Nc2ccccc2C(=O)N/N=C/c2ccccc2OC)cc1	-4	9	-4	1	67*	78*	14	-0.3	64*
Cc1cccc(S(=O)(=O)Nc2cccc3c2C(=O)c2ccccc2-3)c1	-3	25	-4	-17	28	29	4	2.9	3
Cc1ccc(S(=O)(=O)NCCC(=O)Nc2cc(S(=O)(=O)N(C)C)ccc2C)cc1C	-1	13	-3	2	1	8	14	-2.1	6
Cc1cc(=O)[nH]c(Nc2ccc(N(C)C)cc2)n1	-2	9	1	-1	-8	2	11	-1.2	-11
COc1ccc(-c2sc3ccccc3c2/C=C/c2ccc(OC)c(OC)c2)cc1	-3	15	-6	0	4	27	-6	0.3	10
O=C(NCCc1ccc2c(c1)OCCO2)c1cccc(S(=O)(=O)N2CCCC2)c1	-3	15	5	-3	2	12	-8	0.1	-1
O=C(c1ccccc1[N+](=O)[O-])N1CCN(c2ccc(N3CCOCC3)nn2)CC1	-1	22	-2	0	-3	-2	20	0.7	-15
CN1C[C@@H]2C(c3ccccc3)C3(c4ccccc4)CC2(C3)[C@H]1c1ccccc1 (stereo not given in full)	-1	27	-6	-1	52*	23	-4	30	34
Cn1c(=O)c2c(ncn2CC(=O)Nc2ccc(N3CCOCC3)cc2)n(C)c1=O	1	0	-1	-2	7	1	3	-0.7	-6
O=C(CCS(=O)(=O)c1ccccc1)Nc1nc(-c2cccs2)cs1	-2	4	-7	3	4	6	8	-1.2	-9
Cc1cc(NC(=O)CSc2nnnn2-c2cc(Cl)ccc2C)no1	0	7	0	0	-6	8	10	0.1	15
O=c1cc(C(F)(F)F)[nH]c(=O)n1C1CCCCC1	-2	19	-3	-2	2	23	5	1.4	-16
CCN(C(=O)COC(=O)c1cc(-c2ccc3cc(OC)ccc3c2)nc2ccccc12)C1CCS(=O)(=O)C1 (stereo not given)	-1	8	-6	.	9	17	12	.	15
COC(=O)C1=C(C(=O)OC)[C@@H]2N(Cc3ccccc3)c3ccccc3[C@@]23C[C@@H](C(=O)OC)N(C(=O)c2ccc(Br)cc2)C3=N1	-3	0	-9	-3	10	29	25	-1.1	8
c1ccc(CCn2nnnc2C(c2cccnc2)N2CCN(c3ccccc3)CC2)cc1 (stereo not given)	0	6	-2	0	-38	-209	3	0.6	-113
c1ccc(SCCOCCN2CCc3ccccc3C2)cc1	-2	18	-6	0	18	-22	1	0.0	13
O=C(OCC(=O)N1CCCC1=O)C1CCN(S(=O)(=O)c2ccc(Cl)c(C(F)(F)F)c2)CC1	-1	13	0	0	-4	3	0	-1.5	6
CCc1nc(SCC(=O)NCCc2ccccc2)c2oc3ccccc3c2n1	-4	9	-3	0	25	25	4	12	-5
Cc1noc(C)c1S(=O)(=O)Nc1ccc(C(=O)Nc2ccc(OC(F)(F)F)cc2)cc1	0	4	0	12*	6	-6	-6	1.3	-4
COc1cc(C(=O)Nc2ccc3c(c2)CCN3C(C)=O)cc(OC)c1OC	-2	13	-1	-2	-1	12	5	-2.1	3
CCCn1ncc(CN2CCC(CO)(CC3CCCCO3)CC2)c1C (stereo not given)	-3	25	-1	-2	-4	10	10	-1.0	-7

Fetched one by one from the list above (5):
SMILES	APJ ag	NALP3 yeast inh	MIN6 prolif	GRIN3A LBD mod	tim10-1 inh	tim23-1 inh	APJ antag	MPTP block	TIM10 inh
COc1ccc(C(=O)Nc2ccccc2C(=O)N/N=C/c2ccccc2OC)cc1	-4	9	-4	1	67*	78*	14	-0.3	64*
Cc1cc(=O)[nH]c(Nc2ccc(N(C)C)cc2)n1	-2	9	1	-1	-8	2	11	-1.2	-11
O=C(c1ccccc1[N+](=O)[O-])N1CCN(c2ccc(N3CCOCC3)nn2)CC1	-1	22	-2	0	-3	-2	20	0.7	-15
Cc1cccc(S(=O)(=O)Nc2cccc3c2C(=O)c2ccccc2-3)c1	-3	25	-4	-17	28	29	4	2.9	3
CCCn1ncc(CN2CCC(CO)(CC3CCCCO3)CC2)c1C (stereo not given)	-3	25	-1	-2	-4	10	10	-1.0	-7

(further entries)
SMILES	APJ ag	NALP3 yeast inh	MIN6 prolif	GRIN3A LBD mod	tim10-1 inh	tim23-1 inh	APJ antag	MPTP block	TIM10 inh
O=C(Cc1cccs1)Nc1nc(-c2cccnc2)cs1	-1	7	-3	-1	-3	-15	8	1.3	-8
CCc1cc(=O)oc2cc(C)cc(OCC(=O)NCCCn3ccnc3)c12	-3	14	1	-4	9	6	9	-1.2	0
CC(C)(C)NCc1ccccc1OCc1cccs1	-6	19	-1	-1	3	-2	11	0.3	4
O=C(O)c1cccc(NS(=O)(=O)c2cc(S(=O)(=O)c3ccc(Cl)cc3)ccc2Cl)c1	8	4	-1	16*	4	3	-12	0.5	19
CS(=O)(=O)N(CCC#N)Cc1ccc(C=O)o1	-2	15	-1	0	11	18	4	-2.4	-2
Cc1cc(C(=O)OC(C)C(=O)NC2CCCCC2C)c(C)o1 (stereo not given)	-4	18	-3	1	9	-5	13	0.4	6
O=C(c1ccc(OC2CCN(C/C=C/c3ccc(F)cc3)CC2)cc1)N1CCCC1	-2	8	-5	0	9	-1	-16	-0.8	8
CCOC(=O)c1ccc(-c2ccc3c(=O)c4ccccc4n(C)c3c2)cc1F	1	24	-8	-2	-6	-15	-12	2.4	-13
O=C(O)c1ccccc1C(=O)OCCCCOC(=O)c1ccccc1C(=O)O	-2	8	0	2	6	15	-29	1.1	9
COc1ccc(CN2C(=O)c3ccccc3C2C(=O)NC2CCCC2)c(OC)c1 (stereo not given)	-5	15	-2	2	9	4	14	-1.2	-11
O=C(Cn1cnc2c(nnn2-c2ccccc2)c1=O)NCc1ccc(F)cc1	-6	3	-2	1	-18	5	-11	-0.5	-16
O=C(N=C1SC2CS(=O)(=O)CC2N1c1ccc(Br)cc1Cl)C1CC1 (stereo not given)	-3	4	2	-1	-5	11	-2	-1.5	10
CC1CCCCC1NC(=O)CCNS(=O)(=O)c1cc(Br)cnc1N (stereo not given)	-5	15	4	-2	20	5	7	1.1	13
Cc1nc2ccc(F)cc2cc1C(=O)Nc1cccc(Cl)c1C	-1	12	-2	0	10	3	3	-0.6	-8
O=C(NC1CC1)C1CCN(C(=O)c2ccc(Cl)cc2)CC1	-3	-1	1	2	-7	0	16	-0.3	10
Cc1ccc2c(c1)N(S(=O)(=O)c1ccc(CN3C(=O)c4cccnc4C3=O)cc1)CCO2	0	14	1	-1	19	19	-4	0.1	23
Cc1[nH]nc2c1C(c1ccsc1C)C(C#N)=C(N)O2 (stereo not given)	1	2	1	1	-2	1	2	-0.4	13
Cn1cccc1C(=O)C(=O)Nc1ccc(Cl)cc1	0	38	-3	3	19	6	12	0.9	5
O=C(c1cc(-c2ccco2)on1)N1CCCc2ccccc21	-2	22	0	-5	12	17	-4	4.0	10
O=C(Nc1ccccc1N1CCN(c2ccccc2)CC1)C1CCCCC1	1	17	-3	1	15	-5	24	-0.8	0
CCOc1cc2[nH]c(=S)n(CCCCC(=O)NCc3ccco3)c(=O)c2cc1OCC	-5	3	-2	2	13	1	-12	-0.7	-1
CCCc1c(C(=O)N/N=C/c2ccccc2OCc2ccc(F)cc2)nnn1-c1nonc1N	15	-3	-1	6	7	-2	-7	2.8	-25
COC(=O)c1cc(S(=O)(=O)N2CCC(C(N)=O)CC2)oc1C	-6	-5	-1	-1	-1	-3	-9	0.2	8
CC(C)CN(C(=O)Cn1ccccc1=O)C1CCS(=O)(=O)C1 (stereo not given)	-3	10	4	2	-20	-7	-5	-0.7	-2
Cc1ccc2oc(=O)n(CC(=O)c3ccc(F)cc3)c2c1	0	-3	-3	-2	19	11	11	0.8	0

4 compounds from above, arranged by count of non-hydrogen atoms, falling:
SMILES	APJ ag	NALP3 yeast inh	MIN6 prolif	GRIN3A LBD mod	tim10-1 inh	tim23-1 inh	APJ antag	MPTP block	TIM10 inh
CCCc1c(C(=O)N/N=C/c2ccccc2OCc2ccc(F)cc2)nnn1-c1nonc1N	15	-3	-1	6	7	-2	-7	2.8	-25
CC(C)CN(C(=O)Cn1ccccc1=O)C1CCS(=O)(=O)C1 (stereo not given)	-3	10	4	2	-20	-7	-5	-0.7	-2
Cc1ccc2oc(=O)n(CC(=O)c3ccc(F)cc3)c2c1	0	-3	-3	-2	19	11	11	0.8	0
CC(C)(C)NCc1ccccc1OCc1cccs1	-6	19	-1	-1	3	-2	11	0.3	4

(listing goes on)
SMILES	APJ ag	NALP3 yeast inh	MIN6 prolif	GRIN3A LBD mod	tim10-1 inh	tim23-1 inh	APJ antag	MPTP block	TIM10 inh
CCCN1CCN(C(=O)Nc2ccc(OCC)cc2)CC1	3	4	-1	-4	12	0	0	-0.4	13
O=C(O)C(c1ccccc1)C1(O)CCCCC1 (stereo not given)	-3	7	2	-3	2	15	11	-0.4	13
COc1ccccc1N1CCN(S(=O)(=O)c2cc(-c3cc(C)no3)ccc2C(C)C)CC1	-1	7	-4	-4	16	23	-2	1.1	26
CCCCCCCCNC(=O)c1cnsn1	3	19	-1	3	5	19	6	1.9	-10
COC(=O)c1sc(NC(=O)c2ccc(C)o2)nc1C	-3	9	-5	2	19	23	10	0.0	13
CC(C)=CCC/C(C)=C/CNC(=O)C[C@H]1C[C@H](C(=O)N2CCCCC2)[C@@]2(C)c3[nH]c4ccc(Cl)cc4c3CCN2C1=O	.	.	.	-2	4	21	.	1.0	3
CC(=O)Nc1c(O)nc(SCC(=O)Nc2c(C)cccc2C)[nH]c1=O	-3	9	1	8	11	-10	4	-0.4	-7
CNc1ccccc1C(=O)OC(C)C(=O)Nc1ccc(S(=O)(=O)N2CCCC2)cc1 (stereo not given)	-1	14	-3	-4	17	14	-2	1.0	7

Reformatted with values under each structure: entries from further up
The line under a structure holds: APJ ag, NALP3 yeast inh, MIN6 prolif, GRIN3A LBD mod, tim10-1 inh, tim23-1 inh, APJ antag, MPTP block, TIM10 inh
> COc1ccccc1N1CCN(S(=O)(=O)c2cc(-c3cc(C)no3)ccc2C(C)C)CC1
    -1, 7, -4, -4, 16, 23, -2, 1.1, 26
> CCCCCCCCNC(=O)c1cnsn1
    3, 19, -1, 3, 5, 19, 6, 1.9, -10
> COC(=O)c1sc(NC(=O)c2ccc(C)o2)nc1C
    -3, 9, -5, 2, 19, 23, 10, 0.0, 13
> CC(C)=CCC/C(C)=C/CNC(=O)C[C@H]1C[C@H](C(=O)N2CCCCC2)[C@@]2(C)c3[nH]c4ccc(Cl)cc4c3CCN2C1=O
    ., ., ., -2, 4, 21, ., 1.0, 3
